# Rin1 Abl inh: human Rin1-Abl interaction inhibition; P00519+Q13671; TR-FRET Rin1/Abl binding, biochemical; inhibition, % at 7.35 µM; 0.4% of 360,000 active; in the data active = inhibition above about 5%, passing the limit was not always enough
# MLLE-PAM2 inh: inhibitors of microRNA-mediated deadenylation, human PABP1 MLLE binding. 0.36% of 360,000 active. GST-MLLE / FITC-PAM2 fluorescence polarization. inhibition, % at 20 µM. AID 588489; in the data active = inhibition above about 35%, passing the limit was not always enough;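 also: plate controls were DMSO wells with GST-MLLE for no effect and wells lacking GST-MLLE protein for full effect; some results filed as inactive read as strong as hits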
# CSN deneddyl inh: inhibitors of human CSN-mediated cullin deneddylation | Purified CSN, SCF-Nedd8-OG deneddylation, fluorescence polarization | Q92905 | inhibition, % at 12.5 µM | 0.38% of 360,000 active;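 active = pattern-corrected inhibition above about 35%, with an unprinted fluorescence ratio check between 0.5 and 1.5, limit read from the data, passing the limit was not always enough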;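 also: 0% = enzyme with substrate and 100% = substrate without enzyme; some results filed as inactive read as strong as hits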
# Target sequence (Q92905 whole entry, looked up, one chain of several): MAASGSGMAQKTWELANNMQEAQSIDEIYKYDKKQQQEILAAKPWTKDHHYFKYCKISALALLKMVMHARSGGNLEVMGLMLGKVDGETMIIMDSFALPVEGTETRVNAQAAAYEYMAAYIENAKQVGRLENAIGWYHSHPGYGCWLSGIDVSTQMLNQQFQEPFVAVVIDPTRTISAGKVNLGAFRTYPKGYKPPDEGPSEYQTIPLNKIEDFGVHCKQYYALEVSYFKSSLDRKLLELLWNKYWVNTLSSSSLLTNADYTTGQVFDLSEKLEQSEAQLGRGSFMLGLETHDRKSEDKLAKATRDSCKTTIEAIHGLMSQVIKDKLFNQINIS
#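 Assay system: purified human Csn5 enzyme expressed in HEK293T cells; measure: % inhibition; also added: SCFSkp2-Nedd8OG substrate at 10 nM final; technique: fluorescence polarization; times: reaction 90 min, room temperature; medium: Tris buffer pH 7.5, NaCl, DTT, Tween-20, trehalose, ovalbumin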
# MsrA act: bovine methionine sulfoxide reductase A activation; 0.3% of 360,000 active; activation, % at 10.6 µM; AID 602163; purified bovine MsrA, absorbance read-out; in the data active = activation above about 7.5%;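 also: 0% = vehicle and 100% = reference activator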
# Neddyl block: inhibitors of human cullin neddylation. TR-FRET cullin neddylation, biochemical. calls only at 25 µM. 0.58% of 360,000 active. AID 651699; in the data active = inhibition above about 36%
# Target sequence (P61081 whole entry, looked up): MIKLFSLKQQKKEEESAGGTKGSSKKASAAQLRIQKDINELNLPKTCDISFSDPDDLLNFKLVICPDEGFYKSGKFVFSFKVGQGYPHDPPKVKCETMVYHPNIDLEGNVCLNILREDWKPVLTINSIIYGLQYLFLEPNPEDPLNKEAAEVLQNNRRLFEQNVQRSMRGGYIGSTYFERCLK
# Target sequence (Q13564 whole entry, looked up): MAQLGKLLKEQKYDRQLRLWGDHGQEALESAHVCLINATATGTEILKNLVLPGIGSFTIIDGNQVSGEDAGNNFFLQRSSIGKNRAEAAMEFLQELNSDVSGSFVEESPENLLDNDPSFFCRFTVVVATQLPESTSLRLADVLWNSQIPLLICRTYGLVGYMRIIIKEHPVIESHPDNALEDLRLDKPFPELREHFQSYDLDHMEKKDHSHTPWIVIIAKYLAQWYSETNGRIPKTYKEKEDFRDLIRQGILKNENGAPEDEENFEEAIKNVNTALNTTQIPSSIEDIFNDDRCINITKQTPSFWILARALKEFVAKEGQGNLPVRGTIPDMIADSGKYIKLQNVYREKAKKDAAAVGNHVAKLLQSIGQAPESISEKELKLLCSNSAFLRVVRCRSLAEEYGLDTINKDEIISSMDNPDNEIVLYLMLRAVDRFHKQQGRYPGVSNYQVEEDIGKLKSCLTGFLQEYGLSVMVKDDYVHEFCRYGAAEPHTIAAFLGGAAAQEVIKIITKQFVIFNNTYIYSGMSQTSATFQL
# eLon inh: inhibits E. coli Lon protease. P0A9M0. purified E. coli Lon protease, fluorescence polarization. inhibition, % at 7.94 µM. 0.42% of 360,000 active. AID 602123; in the data active = inhibition above about 13%, passing the limit was not always enough;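 also: 0% = enzyme with probe and DMSO and 100% = no enzyme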
# FAS TE block: blocks the thioesterase domain of human fatty acid synthase; P49327; recombinant FAS-TE, OMFH fluorogenic substrate, fluorescence endpoint; inhibition, % at 15 µM; 0.67% of 360,000 active; AID 602261;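 active = compounds whose normalised, plate-corrected inhibition of enzyme fluorescence in the single-dose primary screen is 50% or more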;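 also: 0% = DMSO with enzyme and 100% = substrate without enzyme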
# MsrA inhibitor: bovine MsrA inhibition; purified bovine MsrA, absorbance read-out; inhibition, % at 15.5 µM; 0.75% of 360,000 active; in the data active = inhibition above about 4.5%;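 also: 0% = vehicle wells with enzyme and 100% = reference inhibitor wells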
# Tb MetRS inh: blocks T. brucei methionyl-tRNA synthetase activity. purified T. brucei MetRS, ATP depletion, Kinase-Glo luminescence. inhibition, % at 11.9 µM. 0.4% of 360,000 active. AID 624268;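 active = inhibition above a per-plate cutoff of the control wells' mean inhibition plus 3 SD, cut at about 5.5% in these data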;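 also: 0% = DMSO wells median and 100% = median of wells with control inhibitor compound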
#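 Material: T. brucei methionyl-tRNA synthetase, purified; reagent: substrates ATP, L-methionine and bulk Escherichia coli tRNA; dosing: 11.9 µM single point; timing: 15 min plus 2 h at 25 °C; detection: luminescence of leftover ATP; evaluation: % inhibition; control set: DMSO-only wells as low control; replicates: singlicate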
# Numbers without * were called inactive; i = inactive; . = no result given.
SMILES,Rin1 Abl inh,MLLE-PAM2 inh,CSN deneddyl inh,MsrA act,Neddyl block,eLon inh,FAS TE block,MsrA inhibitor,Tb MetRS inh
CCOC(=O)N1CCN(S(=O)(=O)c2ccc(C(=O)Nc3ccc(F)cc3F)cc2)CC1,-2,10,7,-3,i,5,4,-0.7,-0.2
Cc1ccc(NS(=O)(=O)c2c(C)[nH]c(C)c2C(=O)N2CCCCC2)c(C)c1,0,4,4,-2,i,7,-1,-0.2,1.1
COc1ccc(C)cc1NC(=O)COC(=O)c1c(C)nn(-c2ccccc2)c1C,2,0,3,-7,i,1,15,0.0,-0.6
CC(C)OC(=O)c1cccc(NC(=O)CSc2nnc(N)s2)c1,1,-3,0,-4,i,-6,-3,0.7,0.8
COc1cc(OC)cc(C(=O)OCC(=O)NC2CCCCCC2)c1,1,2,0,-2,i,-1,-2,-1.1,0.7
COc1ccc(NC(=S)NC(NC(=O)c2ccccc2Cl)C(Cl)(Cl)Cl)c([N+](=O)[O-])c1 (configuration not stated),-8,39*,1,-2,i,0,18,1.0,-1.2
CSc1ccccc1NC(=O)COC(=O)c1ccccc1Cc1ccccc1,-2,-2,-3,-2,i,-3,40,0.9,0.0
O=C(NC(=S)Nc1ccc(Cc2ccncc2)cc1)c1ccccc1Cl,-2,43*,2,-3,i,7,9,-1.3,0.0
O=C(Nc1ccccc1N1CCCC1)c1cccnc1,4,0,-2,-5,i,-13,-5,-0.5,-0.4
Cc1ccc(OCCn2c(=O)cnc3ccccc32)cc1,-2,-10,-4,-1,i,-12,4,1.2,0.1
COc1ccc(NS(=O)(=O)c2cccc(N/C(=N\S(=O)(=O)c3ccccc3)c3ccc(F)cc3)c2)cc1,-1,-1,-3,-2,i,10,22,0.1,0.5
O=C(NCc1ccc2c(c1)OCO2)c1ccc(N2C(=O)C3CCCCC3C2=O)cc1 (configuration not stated),0,-3,-2,-10,i,-2,-1,.,0.9
CC(O)(c1cccc(F)c1)c1nc(-c2ccc3c(c2)OCO3)cs1 (configuration not stated),0,18,-4,-2,i,9,25,1.3,-0.2
CCOc1cc(NC(=O)Nc2ccccc2)c(OCC)cc1NC(=O)CC,-2,-8,0,-4,i,-5,-7,-0.2,-0.7
O=c1cc(O)c(-c2cccc(Cl)c2)c(Cl)[nH]1,-2,5,4,-2,i,-8,-11,2.2,-0.7
Cc1cc(C)n2nc(SC(C)C(=O)Nc3ccc(Cl)cn3)nc2n1 (configuration not stated),-2,-2,8,-4,i,-4,2,0.1,-0.3
O=C(NCC(=O)N1CCOCC1)c1ccc(Br)cc1,-1,7,-3,-4,i,-24,-11,0.6,-0.1
O=C(COC(=O)c1cccc(S(=O)(=O)N2CCCCCC2)c1)Nc1ccccc1,2,0,2,0,i,-5,22,-0.8,0.4
Cc1ccc(CNC(=O)C2(S(=O)(=O)c3ccc(C)cc3)CC2)cc1,2,7,2,-2,i,7,0,0.2,-0.4
CC(=O)N1c2ccc(S(=O)(=O)NCCC(=O)Nc3cccc(Cl)c3)cc2CC1C (configuration not stated),3,2,0,-9,i,-8,-4,0.6,-0.6

# Entries listed above that bear a hit mark in MLLE-PAM2 inh.
SMILES	Rin1 Abl inh	MLLE-PAM2 inh	CSN deneddyl inh	MsrA act	Neddyl block	eLon inh	MsrA inhibitor	Tb MetRS inh
COc1ccc(NC(=S)NC(NC(=O)c2ccccc2Cl)C(Cl)(Cl)Cl)c([N+](=O)[O-])c1 (configuration not stated)	-8	39*	1	-2	i	0	1.0	-1.2
O=C(NC(=S)Nc1ccc(Cc2ccncc2)cc1)c1ccccc1Cl	-2	43*	2	-3	i	7	-1.3	0.0

# Further compounds:
SMILES,Rin1 Abl inh,MLLE-PAM2 inh,CSN deneddyl inh,MsrA act,Neddyl block,eLon inh,FAS TE block,MsrA inhibitor,Tb MetRS inh
CCCCOc1ccc(C(=O)N2CCNC(=O)C2CC(=O)OC(C)C)cc1 (configuration not stated),2,11,-1,-1,i,7,-4,-0.5,0.0
O=c1nc(NO)ccn1C1CCCO1 (configuration not stated),5,4,-3,-1,i,-10,-2,-0.1,-0.4
Cc1ccc(NC(=O)c2cc3c(s2)CCCC3)cc1,-2,-8,2,-10,i,1,9,1.5,-1.2
CCCOc1ccc(CNC(=O)c2ccc3nc(N4CCOCC4)sc3c2)cc1,0,10,2,-2,i,5,-4,-0.1,-0.2
COc1ccc(C(=O)c2cn(-c3cccc(Br)c3)nc2C(C)=O)cc1,1,3,-1,-4,i,6,-3,-0.3,-0.7
S=C(NCc1cccnc1)Nc1cccc2ccccc12,0,21,-17,-2,i,9,-6,0.1,-0.2
C[C@@H](NC(=O)c1nc[nH]c1C(=O)NCc1ccccc1)c1ccccc1,0,-9,0,2,i,-18,13,0.8,0.1
O=C(COC(=O)C1CC2C=CC1C2)Nc1ccccc1F (configuration not stated),0,-13,-11,0,i,2,-6,2.9,-0.3
Cc1cc(NC(=O)COC(=O)c2cccc(S(=O)(=O)N3CCOCC3)c2)no1,1,-22,3,-6,i,6,-6,1.5,-0.4
COC(=O)c1ccc(C2C(C(=O)c3cc4ccccc4o3)=C(O)C(=O)N2CCCN(C)C)cc1 (configuration not stated),-4,2,-4,-6,i,-2,4,3.4,-1.3
O=C(O)/C=C/C(=O)Nc1ccc(-n2ccc(C(F)(F)F)n2)cc1,6.4*,1,-2,-2,i,1,-6,-1.1,0.1
O=C(O)c1ccc(NC(CSCc2ccc(F)cc2)C(=O)O)c([N+](=O)[O-])c1 (configuration not stated),2,0,2,-8,i,-3,-14,3.1,-0.7
COc1cccc(Nc2nc(N)c([N+](=O)[O-])c(NCc3ccccc3)n2)c1,1,3,4,-4,i,7,38,2.4,0.3
O=C(NCC1CCCO1)c1cccc(C(=O)NCC2CCCO2)c1 (configuration not stated),1,-3,0,-3,i,-2,-6,-0.3,-0.5
O=C(c1cccs1)N(CC1CCCO1)c1nc(-c2ccccc2)cs1 (configuration not stated),-1,0,6,-1,i,17*,26,-0.8,-0.9
Cc1nc(SCC(=O)O)c(C#N)c2c1CCCC2,-2,-29,22,-4,i,1,-4,1.3,0.4
O=C1c2nccnc2C(=O)N1Cc1ccccc1,0,10,-2,-10,i,-2,-3,0.4,-0.6
C[C@]12c3[nH]c4cc(-c5ccco5)ccc4c3CCN1C(=O)[C@@H](CC(=O)NCc1ccco1)C[C@@H]2C(=O)N1CCOCC1,1,-4,-1,0,.,-4,-7,0.1,-0.3
O=C(NC(=S)NNC(=O)c1cc2ccccc2cc1O)c1ccco1,2,19,5,-8,i,-2,10,6.5*,2.9
O=C1C=CC(=O)N1c1ccc(N2CCCCC2)cc1,-3,28,-1,-12,i,-10,1,-1.6,1.3
COc1ccc(/C=C2\Oc3cc(OCC(=O)N4CCC[C@H]4C(=O)O)ccc3C2=O)cc1OC,0,-28,4,-7,i,-20,-6,.,-1.8
COc1ccccc1NCCC(=O)OCC(=O)Nc1ccc(Cl)cn1,3,-7,-3,0,i,1,5,-0.9,0.6
Cc1ccc(Cl)c2c1=NC(=O)C=2c1[nH]c(=S)[nH]c1O,-1,-1,5,-7,i,1,-4,-0.3,-1.1
O=[N+]([O-])c1ccc(NNC(=S)Nc2ccc(F)cc2)cc1,2,-17,6,2,i,-5,3,1.9,0.3
O=C(Nc1ccccn1)c1ccc(C(=O)Nc2ccccn2)cc1,0,-8,0,0,i,-3,-3,.,-0.6
O=C(CN(Cc1ccco1)C(=O)CNS(=O)(=O)c1ccc(F)cc1)NCCc1ccccc1,0,-2,-3,1,i,-6,0,-0.7,-2.1
Cc1nnc(N2CCCC(C(=O)NCc3ccccc3F)C2)c2nn(-c3ccccc3)c(C)c12 (configuration not stated),-6,-20,0,-3,i,-6,-6,-0.5,-0.4
Clc1ccccc1CN1CCN(c2ncccn2)CC1,2,11,2,-2,i,-18,-2,0.4,0.2
COc1ccc(C(NC(C)=O)c2ccc3cccnc3c2O)c(OC)c1 (configuration not stated),1,-4,1,-2,i,-6,4,.,-1.0
COc1cccc(CNC(=O)N2CCN(S(=O)(=O)c3ccc(C)cc3)CC2)c1,2,-2,2,-7,i,1,0,0.1,-0.8
O=C(CCN1CCN(S(=O)(=O)c2ccc(F)cc2)CC1)Nc1ccccc1F,-2,-2,2,-2,i,4,1,-0.2,0.3
Cc1ccc(Cl)cc1NC(=O)C1CCCCC1C(=O)O (configuration not stated),-2,0,1,-4,i,-4,-5,0.8,-0.5
CCn1c(CNC(=O)C2CCCCC2)cc2ccccc21,0,-6,4,-3,i,1,2,1.1,-0.2
CC1Cc2nc(SCC(=O)Nc3ccc(F)cc3)n(C)c(=O)c2S1 (configuration not stated),2,18,0,-6,i,-6,-6,1.7,-0.1
Cc1ccc2nc(-c3cccnc3)cc(C(=O)Nc3ccccc3[N+](=O)[O-])c2c1,-2,-3,-1,-2,i,3,8,0.1,-0.6
Cc1cc(C)c(S(=O)(=O)Nc2ccccc2C(=O)OCC(=O)NCc2ccccc2)c(C)c1,1,-1,3,-5,.,-9,25,0.9,-0.7
COC(=O)[C@]1(Cc2ccccc2)N[C@H](CN(C)S(=O)(=O)c2ccc(-c3ccccc3)cc2)[C@@H]2C(=O)N(C)C(=O)[C@@H]21,-1,8,0,-3,i,-3,14,1.2,-1.9
Cc1ccccc1NC(=O)OCCN1CCN(Cc2ccccc2)CCC1=O,6,-4,0,0,i,-12,-6,0.5,-0.2
CCC(CC)COC(=O)C(C#N)c1nc2ccccc2nc1N1CCN(CC)CC1 (configuration not stated),-6,-7,2,0,i,-1,15,-0.1,-0.8
CCCCOC(=O)Cc1c(O)c2ccccc2[nH]c1=O,0,-9,0,-3,i,0,-2,-0.9,-0.5
O=C(COC(=O)COc1ccccc1F)Nc1ccc(Cl)cn1,-1,-3,4,-5,i,7,-4,1.6,0.2
O=S(=O)(Cc1ccccc1Cl)c1ncn[nH]1,1,-4,-4,-3,i,-2,-6,0.5,-0.2
O=C(c1ccc(S(=O)(=O)NCc2ccco2)cc1)N1CCCC(C(F)(F)F)C1 (configuration not stated),2,2,-6,0,i,-11,-3,-1.2,-0.2
O=C(NCC1CCCN(C(=O)c2cccnc2)C1)c1ccc(-c2ccccc2)cc1 (configuration not stated),2,1,-5,-5,i,2,-4,-0.4,-0.4
Cc1nccn1-c1ccc(NC(=O)[C@H]2O[C@@H](n3ccc(N)nc3=O)[C@H](O)[C@@H]2O)cc1,.,.,-1,-2,i,-1,-11,-0.1,0.3
Cc1nn(C)c(C)c1NC(=O)c1ccc(Br)o1,2,1,-2,-6,i,7,-10,0.7,-0.8

# 4 records picked at random from the list so far, as already listed:
SMILES,Rin1 Abl inh,MLLE-PAM2 inh,CSN deneddyl inh,MsrA act,Neddyl block,eLon inh,FAS TE block,MsrA inhibitor,Tb MetRS inh
Cc1nn(C)c(C)c1NC(=O)c1ccc(Br)o1,2,1,-2,-6,i,7,-10,0.7,-0.8
O=C(NCC1CCCN(C(=O)c2cccnc2)C1)c1ccc(-c2ccccc2)cc1 (configuration not stated),2,1,-5,-5,i,2,-4,-0.4,-0.4
O=C(c1ccc(S(=O)(=O)NCc2ccco2)cc1)N1CCCC(C(F)(F)F)C1 (configuration not stated),2,2,-6,0,i,-11,-3,-1.2,-0.2
O=C(COC(=O)COc1ccccc1F)Nc1ccc(Cl)cn1,-1,-3,4,-5,i,7,-4,1.6,0.2
